From PubChem
All columns: NCI-60 one-dose screen, growth in % after 48 h at 10 µM unless noted; 100 = growth as untreated, 0 = no growth, -100 = all killed.
OVCAR-8: OVCAR-8 ovarian cancer; actives 4.4% (n = 81,000)
NCI-H460: NCI-H460 lung cancer; actives 6.8% (n = 82,000); AID 1794736
NCI-H522: NCI-H522 lung cancer. actives 8% (n = 78,000). AID 1794739
NCI-H226: NCI-H226 lung cancer; actives 3.5% (n = 79,000); AID 1794732
OVCAR-3: OVCAR-3 ovarian cancer | actives 7% (n = 79,000) | AID 1794787
NCI-H322M: NCI-H322M lung cancer. actives 2.7% (n = 80,000)
NCI/ADR-RES: NCI/ADR-RES ovarian cells. actives 4.4% (n = 81,000). AID 1794790
NCI-H23: NCI-H23 lung cancer. AID 1794731. actives 4% (n = 80,000)
OVCAR-5: OVCAR-5 ovarian cancer; actives 2.9% (n = 82,000)
Numbers without * were called inactive; x = not tested or not shown. Rule for the calls: active = growth percent below 10; inactive = the rest. These rows are one share of the data (hit frequency here may not be typical).

SMILES	OVCAR-8	NCI-H460	NCI-H522	NCI-H226	OVCAR-3	NCI-H322M	NCI/ADR-RES	NCI-H23	OVCAR-5
CC(=O)Nc1ccc(C(=O)O)cc1	95.3	112.7	101.8	107.0	114.0	102.4	108.0	x	100.1
CC(C)C[C@@H](CN)CC(=O)O	101.0	109.4	x	111.4	103.1	104.3	107.1	93.3	122.7
